High-throughput results deposited in PubChem BioAssay by National Center for Advancing Translational Sciences (NCATS).
JMJD2A Tudor – qHTS Assay for Inhibitors of JMJD2A-Tudor Domain | AlphaScreen JMJD2A-Tudor / H3K4me3 peptide binding | AID 504339, 2011 | Potency, µM (highest dose often 114 µM), without a hit: at the top dose activity change, negative = inhibition, actives largely listed as inhibitors | 4.4% of 390,000 active; further: on the % scale 0 is the no-effect control and ±100 the full control effect; nearly all actives have a fitted effect of over 50% in size
BLM helicase inh – qHTS Assay for Inhibitors of Bloom's syndrome helicase (BLM); RecQ-like DNA helicase BLM (Homo sapiens), P54132; recombinant BLM DNA unwinding, fluorescence dequenching; Potency, µM (titrated, usually from 56.1 µM), for inactives: top-dose activity change, negative = inhibition, actives largely listed as inhibitors; 0.2% of 350,000 active;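 further: plate controls were vehicle for no effect and no enzyme for full effect; nearly all actives have a fitted effect of over 35% in size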
Pol kappa inh – qHTS for Inhibitors of Polymerase Kappa. DNA polymerase kappa (Homo sapiens), Q9UBT6. purified Pol kappa, fluorescent DNA synthesis assay, 10 min. Potency, µM (series often up to 107 µM), inactives show at the top dose activity, negative = inhibition, most hits filed as inhibitors. 0.53% of 400,000 active. AID 588579, 2011; further: on the % scale 0 is the no-effect control and ±100 the full control effect
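Enzyme at 10 nM met test compounds for 15 min at room temperature. Substrate addition (50 nM final) began the reaction, which was monitored by fluorescence at 0 and 10 min.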
APEX1 inh – qHTS Assay for Inhibitors of the Human Apurinic/apyrimidinic Endonuclease 1 (APE1); DNA repair nuclease/redox regulator APEX1 (Homo sapiens), P27695; recombinant APE1, TAMRA/BHQ-2 abasic DNA cleavage fluorescence; Potency, µM (top dose mostly 65.8 µM), inactives show at the highest dose activity change, negative = inhibition, most hits filed as inhibitors; 0.35% of 350,000 active;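 further: plate controls were vehicle for no effect and reference inhibitor for full effect; nearly all actives have a fitted effect of over 55% in size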
Target sequence (P27695 whole entry, looked up): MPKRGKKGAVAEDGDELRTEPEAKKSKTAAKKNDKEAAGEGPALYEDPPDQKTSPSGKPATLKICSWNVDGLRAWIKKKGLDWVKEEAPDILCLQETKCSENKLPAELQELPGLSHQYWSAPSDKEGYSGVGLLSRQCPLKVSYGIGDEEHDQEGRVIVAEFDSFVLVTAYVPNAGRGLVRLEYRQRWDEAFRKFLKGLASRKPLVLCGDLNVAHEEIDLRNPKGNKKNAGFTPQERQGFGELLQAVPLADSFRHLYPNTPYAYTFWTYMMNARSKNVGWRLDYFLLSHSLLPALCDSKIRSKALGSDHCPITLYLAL
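Kinetic fluorescence read (525 ex/598 em nm, three reads 60 s apart) of AP-site incision; signal = third minus first read. Enzyme 0.75 nM, dual-labelled THF duplex 50 nM, compound preincubation 15 min RT.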
G9a block – qHTS Assay for Inhibitors of Histone Lysine Methyltransferase G9a. Histone-lysine N-methyltransferase EHMT2 (Homo sapiens), Q96KQ7. G9a H3K9 monomethylation, AlphaScreen, 2 h. Potency, µM (top dose mostly 102 µM), for the others: top-dose activity, negative = inhibition, usual class: inhibitors. 8.8% of 350,000 active; further: on the % scale 0 is the no-effect control and ±100 the full control effect; nearly all actives have a fitted effect of over 75% in size
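AlphaScreen read-out: biotin-H3K9 peptide (500 nM) methylation by 20 nM enzyme with 20 uM SAM, 2 h at room temperature after 15 min compound preincubation; anti-monomethyl H3K9 antibody plus donor/acceptor beads, 10 min dark.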
Pol iota inh – qHTS for Inhibitors of Polymerase Iota. DNA polymerase iota (Homo sapiens), Q9UNA4. AID 588590, 2011. Potency, µM (titrated, usually from 115 µM), for inactives: top-dose activity, negative = inhibition, hits mostly inhibitors. Pol iota fluorescent replication assay, 10 min. 1% of 390,000 active
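Fluorescent replication assay read twice, at 0 min and 10 min after adding 50 nM (final) substrate. Enzyme (10 nM) and compounds were first incubated 15 min at room temperature; enzyme-free buffer wells were negative controls.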
Pol beta inh – qHTS Assay for Inhibitors of DNA Polymerase Beta | 1.3% of 340,000 active | P06746 | Pol beta primer extension/strand displacement, fluorescence kinetic | Potency, µM (highest dose often 114 µM), inactives show at the highest dose activity change, negative = inhibition, usual class: inhibitors; further: on the % scale 0 is the no-effect control and ±100 the full control effect
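Preincubation: enzyme (10 nM) with compound, 15 min, RT. Reaction: substrate added to 50 nM final. Reads: 0 and 10 min. Analysis: normalized, Hill fit.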
POLH inh – qHTS for Inhibitors of Polymerase Eta; DNA polymerase eta (Homo sapiens), Q9Y253; recombinant Pol eta, fluorescent DNA replication assay; Potency, µM (highest dose often 114 µM), for the others: top-dose activity change, negative = inhibition, actives largely listed as inhibitors; 1.2% of 390,000 active; AID 588591, 2011; further: on the % scale 0 is the no-effect control and ±100 the full control effect
Target sequence (Q9Y253 whole entry, looked up): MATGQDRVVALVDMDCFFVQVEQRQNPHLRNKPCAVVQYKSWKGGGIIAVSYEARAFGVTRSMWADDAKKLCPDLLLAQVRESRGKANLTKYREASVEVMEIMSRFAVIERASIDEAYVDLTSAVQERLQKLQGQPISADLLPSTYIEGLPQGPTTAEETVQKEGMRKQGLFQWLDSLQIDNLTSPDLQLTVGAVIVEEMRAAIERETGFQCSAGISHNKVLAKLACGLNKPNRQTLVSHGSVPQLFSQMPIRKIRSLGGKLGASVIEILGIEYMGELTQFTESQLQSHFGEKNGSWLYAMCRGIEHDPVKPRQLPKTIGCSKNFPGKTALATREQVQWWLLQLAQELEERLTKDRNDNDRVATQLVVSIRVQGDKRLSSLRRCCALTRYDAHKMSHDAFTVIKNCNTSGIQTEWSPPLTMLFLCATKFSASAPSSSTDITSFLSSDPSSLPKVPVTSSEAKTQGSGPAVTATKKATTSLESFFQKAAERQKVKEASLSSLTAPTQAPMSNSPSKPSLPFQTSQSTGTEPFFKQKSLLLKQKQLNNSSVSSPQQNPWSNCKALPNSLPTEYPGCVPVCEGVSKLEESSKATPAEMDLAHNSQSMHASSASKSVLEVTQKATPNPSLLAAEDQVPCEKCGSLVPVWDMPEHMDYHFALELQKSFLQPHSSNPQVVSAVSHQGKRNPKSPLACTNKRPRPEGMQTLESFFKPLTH
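Pol eta (10 nM) was preincubated with compounds for 15 min at room temperature, after which fluorescent replication substrate (50 nM final) was added to start the reaction. Fluorescence was read kinetically at 0 and 10 min.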
BAZ2B inh – qHTS Assay for Inhibitors of BAZ2B. 4.4% of 360,000 active. AlphaScreen BAZ2B-H3K14Ac peptide displacement. Potency, µM (series often up to 114 µM), without a hit: at the top dose activity change, negative = inhibition, actives largely listed as inhibitors. Bromodomain adjacent to zinc finger domain protein 2B (Homo sapiens), Q9UIF8. AID 504333, 2011; further: on the % scale 0 is the no-effect control and ±100 the full control effect; nearly all actives have a fitted effect of over 60% in size
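Inhibition is scored as reduced AlphaScreen emission. The BAZ2B/b-H3(5-23)K14Ac complex (50 nM each) in PBS pH 7.4, 0.01% Tween-20 meets compound (up to 110 uM) for 30 min at RT before bead addition.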
* hit, by the source's call; ? = inconclusive; · = no result given; & = joins results of further samples; [ ] = another dose, or the depositor's remark. The call rests on the fitted dose curve; in most records, active means well fitted curve in the direction sought with a large enough effect; inconclusive means small, poorly fitted or top-dose-only effect, or another doubt; inactive means no such curve, though single readings can be large; an effect the other way counts as inactive or inconclusive. Potency means the concentration at half of the fitted maximal effect. Not all compounds are listed (hit frequency here may not be typical).

structure | JMJD2A Tudor | BLM helicase inh | Pol kappa inh | APEX1 inh | G9a block | Pol iota inh | Pol beta inh | POLH inh | BAZ2B inh
Cc1ccc(S(=O)(=O)NCc2ccccn2)c(C)c1C | -12% | -7% | -16% | 33% | 12%[59 µM] | 5% | 1% | -18% | ?
COc1ccc(-c2noc(-c3cccnc3N3CCN(c4ccc(OC)cc4)CC3)n2)cc1 | -24% | 0% | -15% | · | -32%[59 µM] | 12% | -13% | -6% | -17%
CC(c1ccccc1)N(CCC(c1ccccc1)C1CCOC(C)(C)C1)C(=O)c1ccco1 (configuration not stated) | ? | -9% | -8% | -2% | -22%[59 µM] | 14% | 2% | -22% | ?
Cc1ccc(NC(=O)CCN2C(=O)c3cccc([N+](=O)[O-])c3C2=O)c(Br)c1 | -8% | 2% | 2% | 1% | -3%[0.501 µM] | 39%[activator] | 49% | -4% | 11%
CCOc1ccccc1-n1nnnc1SCC(=O)OC | -5%[57.1 µM] | -2% | -6% | -4% | 6% | 121%[activator] | 11% | -14% | 3%
C=CCNC(=S)NC(=O)c1oc2ccccc2c1C | -8% | 0% | 2% | -5% | ? | -9% | -4% | -15% | -26%
CC1CN(/C=C/C(=O)C(F)(F)F)CC(C)O1 (configuration not stated) | 1% | -2% | 3% | -2% | -5% | 30% | 8% | -18% | -6%
CCOC(=O)/C=C1\SCC(=O)N1CC(=O)NC1CCCCC1 | -2% | -2% | -12% | 2% | 24%[59 µM] | -2% | 1% | -1% | -2%

Five of the entries above in order of the BLM helicase inh value, descending:
canonical_smiles,JMJD2A Tudor,BLM helicase inh,Pol kappa inh,APEX1 inh,G9a block,Pol iota inh,POLH inh,BAZ2B inh
Cc1ccc(NC(=O)CCN2C(=O)c3cccc([N+](=O)[O-])c3C2=O)c(Br)c1,-8%,2%,2%,1%,-3%[0.501 µM],39%[activator],-4%,11%
C=CCNC(=S)NC(=O)c1oc2ccccc2c1C,-8%,0%,2%,-5%,?,-9%,-15%,-26%
CCOc1ccccc1-n1nnnc1SCC(=O)OC,-5%[57.1 µM],-2%,-6%,-4%,6%,121%[activator],-14%,3%
Cc1ccc(S(=O)(=O)NCc2ccccn2)c(C)c1C,-12%,-7%,-16%,33%,12%[59 µM],5%,-18%,?
CC(c1ccccc1)N(CCC(c1ccccc1)C1CCOC(C)(C)C1)C(=O)c1ccco1 (configuration not stated),?,-9%,-8%,-2%,-22%[59 µM],14%,-22%,?

The listing picks up, starting two compounds before the break.
structure | JMJD2A Tudor | BLM helicase inh | Pol kappa inh | APEX1 inh | G9a block | Pol iota inh | Pol beta inh | POLH inh | BAZ2B inh
CC1CN(/C=C/C(=O)C(F)(F)F)CC(C)O1 (configuration not stated) | 1% | -2% | 3% | -2% | -5% | 30% | 8% | -18% | -6%
CCOC(=O)/C=C1\SCC(=O)N1CC(=O)NC1CCCCC1 | -2% | -2% | -12% | 2% | 24%[59 µM] | -2% | 1% | -1% | -2%
NC(=S)N/N=C1\CC(n2nnnc2-c2ccccc2)C2COC1O2 (configuration not stated) | -14% | -4% | 4% | 2% | ? | -18% | 42% | -10% | -18%
Cc1cc(N2CC(C(=O)NCc3cccnc3)CC2=O)ccc1C(C)C (configuration not stated) | -10% | 1% | -10% | 5% | · | -9% | -19% | 2% | ?
Fc1ccccc1N1CCN(c2nnnn2-c2ccccc2)CC1 | -1% | -5% | -6% | 3% | 6% | 2% | 4% | -5% | -1%
CCc1cc2c(=O)c(-c3nc4ccccc4n3C)c(C)oc2cc1OC(C)=O | -17% | -1% | -14% | 22% | 5%[12.7 µM] | ? | -1% | -11% | -20%
O=C1CC2(CCN(C(=O)COc3ccc(Cl)cc3)CC2)Oc2ccccc21 | -15% | · | -4% | 20% | -16% | 8% | · | ? | -12%
COc1ccc(CC(=O)NNC(=O)CN(C)S(=O)(=O)c2ccc(Cl)cc2)cc1OC | -13% | · | -17% | 0% | -47%[59 µM] | 5% | · | -5% | 6%
CCCn1nc(C(=O)NCc2ccc3c(c2)OCO3)c2ccccc2c1=O | -10% | -8% | -8% | 15% | 34%[activator] | 139%[activator] | 10% | -10% | 8%
CCN1CCN(c2nc3c(C)cccn3c(=O)c2/C=C(\C#N)C(=O)NCCCOC)CC1 | -20% | 1% | -2% | 23% | ? | 28% | -1% | -10% | 2%
C=CCn1c(SCC(=O)c2cc(C)n(Cc3cccs3)c2C)nnc1-c1ccncc1 | -25% | -2% | -27% | -3% | ? | ? | -12% | ? | ?
Cc1cccc(NS(=O)(=O)c2ccc(-n3cccn3)cc2)c1C | -8%&-13% | -4%&-4% | -3%&-7% | -14% | 4%[0.0925 µM] | 8%&2% | 24%&6% | -6%&-19% | -8%&-11%
CC(Sc1nc2ccccc2[nH]1)C(=O)Nc1ccccc1F (configuration not stated) | -18% | -4% | -17% | 0% | 1% | 71%[activator] | -27% | -20% | -4%
CC[C@]12c3[nH]c4ccccc4c3CCN1C(=O)C(CC(=O)NCCCN(C)C)C[C@@H]2C(=O)N1CCN(C(=O)c2ccco2)CC1 (some centres not stated) | 4% | · | 3% | 4% | · | 12% | · | -7% | ·
O=C(CN1CCCCC1)Nc1ccccc1Cl | 20% | -4% | -6% | -1% | -39% | 18% | -30% | 2% | -14%
CCOc1ccc(NC(=O)Cn2c(=O)cc(C)c3c(C)nn(-c4ccc(CC)cc4)c32)cc1 | -28% | 1% | 0% | · | 7%[59 µM] | 2% | 5% | -6% | 3%
O=C(ON=C1CCN(S(=O)(=O)c2ccccc2)CC1)c1ccc(F)cc1 | -2% | 3% | -7% | 1% | -10%[59 µM] | 28% | 1% | -14% | 0%
COc1cc(OC)c2c(c1C(CCN1CCCC1)c1ccc(N(C)C)cc1)OC(=O)CC2c1ccc(N(C)C)cc1 (configuration not stated) | 16µM* | -8% | -10% | -11% | · | ? | · | · | ·
CCCN1C(=O)C2(C(C(=O)c3ccc(C)o3)=C(O)C(=O)N2CCCN2CCOCC2)c2ccccc21 (configuration not stated) | -15% | 0% | -17% | 4% | ? | ? | 31% | 0% | -2%
CCOC(=O)/C(=N\Nc1cc(Cl)ccc1Cl)N1CCN(C)CC1 | -15% | 3% | -7% | 1% | -2%[59 µM] | 129%[activator] | 7% | -24% | -5%
CCCCSC(=S)N(C)C1CCS(=O)(=O)C1 (configuration not stated) | -1% | 1% | -17% | ? | -8% | 18% | 34%[activator] | -5% | -4%
O=C1CCC(C(=O)NCCN2C(=O)S/C(=C\c3cccnc3)C2=O)=NN1 | -3% | -1% | -2% | -1% | -5% | 94%[activator] | 6% | -11% | -2%
CCn1cnc2sc(C(=O)Nc3ccccc3OC)c(C)c2c1=O | -7% | -3% | -12% | 1% | 12% | -19% | -10% | -9% | -16%
COc1cc(Nc2nc(SCC#N)nc3ccccc23)cc(OC)c1OC | -13% | -3% | -4% | -6% | 16%[59 µM] | -2% | 21% | -11% | -7%
Cc1ccc2nc(NC(=O)CSCC(=O)Nc3cc(C)on3)sc2c1 | 0% | · | -5% | 1% | 9%[12.7 µM] | -3% | · | -4% | 8%
OCc1nc2ccccc2n1CCc1ccccc1 | -10% | 1% | -1% | -13% | · | 2% | ? | 4% | -8%
CC(=O)c1ccc(OCc2cc(C(=O)N3CCN(c4ccccc4)CC3C)no2)cc1 (configuration not stated) | -35% | -7% | -9% | -1% | -2% | -12% | 4% | -15% | -20%
O=C1C(Cc2ccccc2)Nc2ncnc(N3CCCCC3)c2N1Cc1ccc(Cl)cc1 (configuration not stated) | -13% | · | -2% | 1% | ? | ? | · | -3% | -33%
CCCCOc1ncnc2c1[nH]c1ccc(OCC)cc12 | -16% | -1% | -15% | 1% | · | 18% | 8% | -20% | -7%
COc1ccccc1-c1cn[nH]c(=S)n1 | 50µM* | 1% | 4% | -7% | ? | 1% | -4% | 6% | -36%
COc1ccc(/C=C/c2nnc(NC(=O)COc3cccc(C)c3)s2)cc1 | -9% | -1% | -7% | 6% | 7%[59 µM] | 5% | 38% | -14% | -2%
O=C(CSc1ccccc1)NCCc1ccccc1 | -1% | 0% | -2% | 43% | -3% | 33%[activator] | -28% | -3% | -5%[57.1 µM]
CCOc1ccc(OCCCC(=O)NCCc2ccc(OC)cc2)cc1 | -11% | -12% | -9% | 2% | · | ? | 4% | -6% | -10%
C=CC(=O)N1C/C(=C/c2ccc(F)cc2)C(=O)/C(=C\c2ccc(F)cc2)C1 | 18µM* | · | 79µM* | · | · | 11µM* | · | 10µM* | ·
CCn1nnnc1SCC(=O)N1c2ccccc2NC(=O)CC1C (configuration not stated) | -7% | · | -2% | 15% | 22%[59 µM] | 24% | · | 2% | 8%
NC(=O)[C@H]1CC2(CC(c3cccc(NC(=O)COc4ccc(Cl)cc4)c3)=NO2)CN1C(=O)Cc1ccc([N+](=O)[O-])cc1 (some centres not stated) | -22% | -5% | -4% | 14% | 2%[12.7 µM] | ? | 5% | 6% | ?
CC12CCC(=O)C=C1CCC1C2C(O)CC2(C)C1CCC2(O)C(=O)COC(=O)COCC(=O)O (configuration not stated) | -3% | · | -3% | · | · | -18% | · | -10% | ·
CCOc1ccccc1NC(=O)Nc1cccc(S(N)(=O)=O)c1 | 12%[57.1 µM] | -7% | -12% | -3% | -2% | 121%[activator] | ? | -17% | 1%
COCCn1c(N)c(NCc2ccccc2)c(=O)n(CC(=O)Nc2cc(C)ccc2C)c1=O | -15% | -1% | -9% | 1% | -8%[2.33 µM] | 2% | 22% | 3% | 8%
COc1cccc(OC)c1C(=O)Nc1ccncc1 | -10% | · | -2% | · | · | ? | · | -4% | ·
O=C(NCc1ccccc1F)C(=O)NCC1OCCCN1S(=O)(=O)c1cccs1 (configuration not stated) | -3% | 2% | -6% | 23% | 29% | -24% | 13% | -19% | -4%
O=C(c1cc(-c2ccc(Cl)cc2)on1)N(Cc1cccc(F)c1)Cc1ccco1 | 6% | -7% | 1% | · | 24%[59 µM] | -1% | 13% | -3% | 6%
COc1cccc2c1c(NC(=O)c1cc(C)on1)nn2C | 8% | 1% | -4% | -4% | 11% | 0%[58.9 µM] | 22% | -26% | -2%
